Screens: PubChem BioAssay, several laboratories
Peg3 prom inh: Peg3 promoter-driven luciferase inhibitors, primary screen, cell-based, HeLa, luciferase luminescence; HeLa PEG-Prom luciferase reporter, overnight; inhibition, % at 20 µM; actives 1.7% (n = 360,000); AID 588405, 2011;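 active = inhibition of at least 50% at 20 µM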
Shn3 3UTR inh: reduction of Shn3 3'UTR firefly luciferase signal, primary screen, Schnurri-3 inhibitor project, cell-based, Clone20 osteoblasts, set 2 | inhibition, % at 12.5 µM | actives 0.52% (n = 360,000) | Clone20 osteoblast Shn3 3'UTR firefly luciferase, 24 h;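 active = mean inhibition of at least 75% with every replicate also reaching 75%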;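 note: 0% = median of neutral control wells and 100% = pilot-screen positive control compound; some compounds past the cut are filed as inactive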
NR2E3 ag-1: inhibitors of NR2E3-RetCOR corepressor binding, primary screen, NR2E3 agonist project, biochemical, TR-FRET, GST-NR2E3, biotin-RetCOR. 1536-well. AID 2300, 2010. Photoreceptor-specific nuclear receptor (Homo sapiens), Q9Y5X4. actives 0.12% (n = 320,000). inhibition of corepressor binding, % at 4.78 µM;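 active = percent inhibition above the cutoff of mean plus 3 SD of all tested compounds, set per screening campaign, cut at about 20% in these data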;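 note: 0% = DMSO wells and 100% = biotin wells as full block of FRET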
Target sequence (Q9Y5X4 whole entry, looked up): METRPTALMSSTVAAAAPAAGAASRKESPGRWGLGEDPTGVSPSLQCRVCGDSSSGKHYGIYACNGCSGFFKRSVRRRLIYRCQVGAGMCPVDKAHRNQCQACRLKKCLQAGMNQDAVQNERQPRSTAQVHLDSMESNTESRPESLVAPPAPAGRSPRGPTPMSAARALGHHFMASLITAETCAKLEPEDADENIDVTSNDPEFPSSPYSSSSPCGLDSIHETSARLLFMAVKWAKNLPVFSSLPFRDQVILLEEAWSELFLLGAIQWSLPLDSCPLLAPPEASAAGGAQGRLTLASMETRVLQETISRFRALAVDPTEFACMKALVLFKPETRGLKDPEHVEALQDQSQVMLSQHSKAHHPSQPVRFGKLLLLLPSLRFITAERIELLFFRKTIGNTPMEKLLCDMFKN
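Material: NR2E3–RetCOR corepressor complex / Incubation: Compound–protein incubation for 5 h at 4 °C / Dosing: compound at 4.8 µM, single dose / Detection: time-resolved FRET / Benchmarks: high control biotin, low control 0.6% DMSO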
hiPSC survival: enhancers of single-cell hiPSC survival, primary screen, ATPlite luminescence; 100% = ROCK inhibitor wells, 0% = DMSO; survival enhancement, % at 20 µM; actives 0.044% (n = 360,000); AID 602274, 2012; in the data active = survival enhancement above about 18%;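 note: cells exposed to compounds for 16 hours before the ATP read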
aDG glyco act: activators of alpha-DG glycosylation, primary screen, uHTS, Pro5-aDG cells, AlphaScreen. alpha-DG glycosylation AlphaScreen (IIH6); 0% Pro5, 100% B10-LARGE cell signal. activation, % at 10 µM. actives 0.22% (n = 360,000);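 active = activation of at least 8% versus controls, or a plate z-score of at least 8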;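 note: Pro5 are CHO cells carrying HIG-tagged alpha-DG that lacks glycosylation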
KKLEB tox: cytotoxicity in KKLEB CF airway cells, primary screen, cytotoxicity control for CF NF-kB inhibitor project, cell-based, uHTS, fluorescence assay plates | KKLEB CF airway cells viability, ATPlite luminescence, overnight; active compounds read low; cells stimulated with P. aeruginosa culture filtrate | activity change (cytotoxicity), % at 5 µM | actives 0.36% (n = 360,000);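 active = corrected activity change at or below -50% at 5 µM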
NR2E3 ag-2: NR2E3 agonists in two-hybrid cells, primary screen, cell-based, luminescence, CHO-S, Gal4-NCOR/VP16-NR2E3; Photoreceptor-specific nuclear receptor (Homo sapiens), Q9Y5X4; luciferase; inhibition of corepressor binding, % at 3.98 µM; actives 0.35% (n = 360,000); AID 602229, 2012;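 active = inhibition above the mean of all tested compounds plus 3 SD, cut at about 70% in these data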;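 note: 0% = DMSO with NR2E3 transfected cells and 100% = cells lacking NR2E3 construct; higher means lower luciferase signal from less NR2E3 corepressor binding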
HIF-2a block: HIF-2a reporter inhibitors, primary screen, luminescence, 786-0 RCC cells. 786-0 RCC cells HIF-2a reporter, luciferase luminescence, overnight. inhibition, % at 18.8 µM. actives 0.72% (n = 360,000). AID 624352, 2012;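 active = inhibition of the luminescence signal of 40% or more relative to plate controls, in a single-dose primary screen at 18.75 µM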
CF NFkB inh: inhibitors of PAF-induced NF-kB signaling, primary screen, cell-based, GFP fluorescence, uHTS; inhibition, % at 5 µM; AID 588850, 2011; actives 0.86% (n = 360,000); KKLEB NF-kB-GFP reporter, GFP fluorescence overnight;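 active = at least 50% inhibition at 5 µM, scaled per plate between neutral and stimulator controls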;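 note: PAF is a Pseudomonas aeruginosa culture filtrate used as stimulus; plate controls were PAF-stimulated DMSO wells for no effect and unstimulated DMSO wells for full effect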
TRPM1 prom inh: inhibitors of MITF-dependent TRPM1 promoter reporter, primary screen, cell-based, SK-MEL-5, single point, luciferase. SK-MEL-5 TRPM1 promoter luciferase, 24 h. inhibition, % at 12.5 µM. actives 0.83% (n = 330,000). AID 488899, 2010;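 active = mean inhibition across replicates of 60% or more, whatever share of single replicates reaches that level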; note: values of inactives mirror those of a sister screen read the other way
TWEAK Fn14 block: inhibitors of TWEAK-Fn14 signaling, primary screen, luciferase reporter cells, uHTS. TWEAK-stimulated Fn14 reporter cells, luciferase luminescence, 8 h. inhibition, % at 10 µM. actives 2% (n = 360,000). AID 1159606, 2016; in the data active = inhibition above about 50%
* marks the source's active call; other numbers are inactive results; · = no result given.

Every second line gives: hiPSC survival	NR2E3 ag-2	HIF-2a block	TRPM1 prom inh	KKLEB tox	Peg3 prom inh	aDG glyco act	NR2E3 ag-1	TWEAK Fn14 block	Shn3 3UTR inh	CF NFkB inh
- CC(C)(NO)/C(=N/O)c1ccc(Br)cc1
→ -0.9	48	14	-1	-2	-2	-0.1	2	-10	-19	16
- O=C(NC(=S)N(Cc1ccccc1)Cc1ccccc1)c1ccccc1F
→ 3.6	65	15	8	-4	14	2.1	3	-24	13	-14
- O=C(NCCCN1CCOCC1)c1cc2ccccc2oc1=O
→ 0.2	-12	10	-17	2	-16	-0.2	-3	-1	17	10
- COc1ccc(C(=O)NCCCNC(=O)c2ccccn2)cc1Br
→ -0.3	-3	9	11	-8	19	-0.2	-2	-2	8	7
- CN(C)CCNc1ncnc2c1ncn2[C@H]1CN(Cc2ccc3c(c2)OCO3)C[C@@H](CO)O1
→ -0.7	13	-1	·	10	-11	0.6	·	-13	12	-6
- COc1cc2c(cc1OC)C(c1ccccc1)N(C(=O)c1ccco1)CC2 (stereo not drawn)
→ -1.3	-15	-3	0	3	7	-0.1	0	-16	1	6
- C[C@H](NC(=O)c1[nH]cnc1C(=O)Nc1ccccc1)c1ccccc1
→ 1.8	-62	-17	-2	-1	19	-0.1	2	16	19	-28
- Cc1cc(=O)[nH]c(SCC(=O)NC2CCCCC2)n1
→ 0.6	5	16	-3	-1	9	0.0	0	30	-2	4
- Clc1ccc2nc(C3CCN(Cc4nnnn4C4CCCCC4)CC3)[nH]c2c1
→ 5.1	14	11	4	0	29	0.8	0	-3	-8	7
- Cc1ncc(CO)n1Cc1ccc(Cl)cc1
→ -1.5	16	10	·	-14	12	1.3	·	-1	10	9
- COc1cccc(/C=N/n2c(C)nc3ccccc3c2=O)c1O
→ 5.5	2	-34	3	7	-8	-0.1	3	-27	-13	4
- CCOC(=O)C1CCN(C(=O)c2sc3nc(-c4ccccc4)cn3c2C)CC1
→ 3.3	-19	-23	-9	-4	2	0.7	4	4	9	-17
- O=C(CNC(=O)N1CC(=O)Nc2ccccc21)Nc1ccccc1
→ -0.2	-17	-31	1	9	-32	0.0	-1	8	17	-3
- Cc1cc(=O)oc2cc(OCC3CC(c4ccccc4Cl)=NO3)ccc12 (stereo not drawn)
→ -2.9	-66	-317	-2	-15	-101	0.0	-1	11	16	16
- CCCCN(Cc1ccco1)S(=O)(=O)c1csc(C(N)=O)c1
→ -0.6	-17	21	5	1	10	0.7	-2	24	10	6
- O=C(OCC(=O)N1CCCc2ccccc21)c1cc(S(=O)(=O)N2CCOCC2)ccc1Cl
→ 0.1	8	10	9	-2	8	-0.1	-6	7	-3	3
- COc1cccc(C(=O)C2CCCN(C(=O)CCc3scnc3C)C2)c1 (stereo not drawn)
→ -0.7	2	-20	-10	2	-17	0.3	-2	10	20	-2
- COc1cccc(S(=O)(=O)Nc2ccc3c(c2)OCCO3)c1
→ -0.1	-9	15	14	0	8	0.0	·	76*	19	8
- CN(CC(=O)Nc1ccc(F)cc1)C(=O)c1ccncc1
→ -0.5	-6	17	0	-2	-5	-0.5	1	2	6	-1
- C#CCN(C[C@@H]1[C@@H](OC(=O)NCC2CCCCC2)[C@@H](OC(=O)NCC2CCCCC2)Cn2c(=O)ccc(=O)n21)S(=O)(=O)c1ccc(C)cc1
→ -1.6	21	97*	·	-97*	106*	0.0	·	107*	99*	106*
- Cc1cccc(N2CCN(c3ccc4cc(S(=O)(=O)N5CCCCC5)ccc4n3)CC2)c1C
→ -0.1	5	3	17	-8	5	1.4	-1	-2	8	11
- CCCCn1c(N)c(N(CC(C)C)C(=O)c2cccc(S(=O)(=O)N(C)c3ccccc3)c2)c(=O)[nH]c1=O
→ -0.4	-21	8	6	8	7	-0.4	-1	-3	-6	17
- COc1ccc(CC(=O)OCC(=O)NCCNC(=O)COC(=O)Cc2ccc(OC)cc2)cc1
→ 0.6	6	13	4	-1	-15	-0.3	4	-5	-13	14
- Cc1[nH]n(-c2ccc(Cl)cc2)c(=O)c1C(=O)c1ccccc1
→ -0.4	-44	1	2	-4	0	0.0	-2	30	1	-14
- CN(CC(=O)Nc1ccccc1Cl)C(=O)CCSc1ccc(F)cc1
→ -0.2	-28	13	10	-3	-10	0.3	-2	4	-2	6
- O=C(COc1ccccc1Cl)Nc1ccc2oc(=O)ccc2c1
→ -0.3	9	-66	-48	-4	-38	0.0	3	27	-15	-25
- COc1cc(N=Nc2ccccc2C(=O)O)ccc1O
→ -0.4	-7	-10	15	14	-12	-0.1	-3	12	11	7
- COc1ccc(C(CC(=O)N2CCCC2)c2c(OC)cc(OC)c3ccc(=O)oc23)cc1 (stereo not drawn)
→ 2.1	-21	10	4	-14	1	-0.1	3	8	-9	-5
- Cn1c(=O)cc(SCC(=O)NCCCN2CCN(c3ccccc3F)CC2)c2ccccc21
→ 2.1	5	-10	3	-8	-8	-0.1	1	14	8	-15
- CCOC(=O)CCCCC(=O)c1[nH]c(=O)[nH]c1CSCCO
→ -1.5	-18	-4	0	12	-7	0.0	-12	-17	11	0

A different layout for part of the listing above:
smiles	hiPSC survival	NR2E3 ag-2	HIF-2a block	TRPM1 prom inh	KKLEB tox	Peg3 prom inh	aDG glyco act	NR2E3 ag-1	TWEAK Fn14 block	Shn3 3UTR inh	CF NFkB inh
CC(C)(NO)/C(=N/O)c1ccc(Br)cc1	-0.9	48	14	-1	-2	-2	-0.1	2	-10	-19	16
O=C(NC(=S)N(Cc1ccccc1)Cc1ccccc1)c1ccccc1F	3.6	65	15	8	-4	14	2.1	3	-24	13	-14
O=C(NCCCN1CCOCC1)c1cc2ccccc2oc1=O	0.2	-12	10	-17	2	-16	-0.2	-3	-1	17	10
COc1ccc(C(=O)NCCCNC(=O)c2ccccn2)cc1Br	-0.3	-3	9	11	-8	19	-0.2	-2	-2	8	7
CN(C)CCNc1ncnc2c1ncn2[C@H]1CN(Cc2ccc3c(c2)OCO3)C[C@@H](CO)O1	-0.7	13	-1	·	10	-11	0.6	·	-13	12	-6
COc1cc2c(cc1OC)C(c1ccccc1)N(C(=O)c1ccco1)CC2 (stereo not drawn)	-1.3	-15	-3	0	3	7	-0.1	0	-16	1	6
C[C@H](NC(=O)c1[nH]cnc1C(=O)Nc1ccccc1)c1ccccc1	1.8	-62	-17	-2	-1	19	-0.1	2	16	19	-28
Cc1cc(=O)[nH]c(SCC(=O)NC2CCCCC2)n1	0.6	5	16	-3	-1	9	0.0	0	30	-2	4

Further entries.
Every second line gives: hiPSC survival	NR2E3 ag-2	HIF-2a block	TRPM1 prom inh	KKLEB tox	Peg3 prom inh	aDG glyco act	NR2E3 ag-1	TWEAK Fn14 block	Shn3 3UTR inh	CF NFkB inh
- COc1cccc(CC(=O)Nc2cc(C(F)(F)F)ccc2N2CCCC2)c1
→ -0.2	3	14	4	15	22	-0.1	4	-3	-9	-28
- CSCC(=O)N1CCCC(CNC(=O)c2ccc(-c3ccccc3)cc2)C1 (stereo not drawn)
→ -0.5	-21	-13	-3	-15	-25	0.2	-2	-32	-15	-15
- NS(=O)(=O)c1ccc(CCNS(=O)(=O)c2ccc3c(c2)NC(=O)CO3)cc1
→ 0.1	-11	0	-7	4	-3	0.2	1	9	-17	-3
- CCN(CC)C(=O)Cn1nc(C)c2ccccc2c1=O
→ 4.1	-16	3	-1	12	-1	-0.2	1	-6	3	-5
- CCc1nnc(NS(=O)(=O)c2ccc(NC(=S)Nc3ccc(F)cc3)cc2)s1
→ 0.8	-34	14	8	14	-3	-0.1	-1	8	-21	-22
- O=C(CNC(=O)c1ccc(Cl)c([N+](=O)[O-])c1)NCC1CCCO1 (stereo not drawn)
→ -0.4	3	3	8	1	4	0.3	-1	40	18	-1
- Cc1n[nH]c(=S)n1/N=C/c1c(O)ccc2ccccc12
→ -0.7	-15	14	18	0	57*	0.2	-1	1	4	3
- O=C(CCC1CCCN(C(=O)c2cc3ccccc3o2)C1)NCc1ccc(F)c(F)c1 (stereo not drawn)
→ -0.8	-74	-233	-71	-9	-153	0.0	-1	-12	-49	5
- CCN(CC(=O)NCC(=O)Nc1cccc(C)c1C)Cc1ccccc1
→ -0.3	-1	13	15	-10	-7	-0.2	2	12	1	2
- CCCN(CC(=O)Nc1ccccc1OC)C(=O)c1ccc(COc2ccccc2)o1
→ -0.5	10	5	-2	-2	-3	0.3	-1	4	-2	0
- C/C(=N\NC(=O)C1CC1c1ccccc1)c1cccs1 (stereo not drawn)
→ -0.7	-1	-23	-5	-16	-16	-0.1	0	-4	-1	-4

Hits appear at their usual frequency; 4.4% or so of the library scored in one or more.
